Compound activity as filed in PubChem.
K1F lysis inhibition – inhibition of K1F phage lysis, E. coli UTI89, bacterial capsule biogenesis inhibitors, alamar blue (AID 488966) | inhibition, % at 100 µM; hits with a dose series show IC50 in µM | E. coli UTI89 K1F phage lysis, alamar blue, 2 h; higher % means a stronger effect | 0.02% of 340,000 active;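 active means phage lysis inhibition, versus mean bacterial control, above a set limit; inconclusive means no clear call, values can overlap the other calls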;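 further: capsule biogenesis inhibitors block K1F phage lysis so surviving cells raise fluorescence; higher fluorescence means more inhibition of phage lysis; actives were called in the ten point dose series up to 300 µM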
Rac1 GTP hydrolysis – MgcRacGAP GTPase-activating activity inhibitors, confirmation, biochemical, ADP Hunter fluorescence. Rac GTPase-activating protein 1 (Homo sapiens). MgcRacGAP-stimulated Rac1 GTP hydrolysis, ADP Hunter fluorescence; higher % means a stronger effect; GST-tagged Rac1 F28L mutant substrate. one-dose inhibition, % at 30 µM; IC50 in µM for titrated hits. 0.6% of 340,000 active. AID 624330, 2012;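 active means first-screen hits whose inhibition reached a set limit at any dose in the follow-up dose series; inconclusive means inhibition above the set first-screen limit but never retested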;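 further: fluorescence reports GDP produced by GAP-driven GTP hydrolysis; strong numbers were not always called active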
West Nile antiviral – West Nile virus antiviral activity, cell-based, CPE readout (AID 1621). West Nile virus-infected cells, CPE inhibition; higher % means a stronger effect. CPE inhibition, % at 10 µM, or IC50 in µM where a hit was titrated. 0.02% of 290,000 active; in the data active means a potency from the dose series; inconclusive means CPE inhibition mostly from about 3.7% at the one dose, without a potency; inactive means the rest, 99 in 100 with CPE inhibition below about 2.2%; further: strong numbers were not always called active
RSV CPE inhibition – RSV antiviral activity via CPE protection, HEp-2 cells, primary 10 µM value included (AID 2391). HEp-2 cells, RSV-induced CPE inhibition; higher % means a stronger effect. CPE inhibition, % at 10 µM, or IC50 in µM where a hit was titrated. 0.13% of 310,000 active; in the data active means a potency from the dose series; inconclusive means CPE inhibition mostly from about 23% at the one dose, without a potency; inactive means the rest, 99 in 100 with CPE inhibition below about 21%; further: strong numbers were not always called active
NTR1 ag – agonists of NTR1, primary screen, imaging, U2OS cells, beta-arrestin-GFP, high content (AID 493036) | Neurotensin receptor type 1 (Homo sapiens), P30989 | NTR1-U2OS beta-arrestin-GFP spot imaging, agonist mode | activation, % at 20 µM | 0.17% of 330,000 active;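 active means activation at or above 40% of the spot to cytoplasm intensity ratio, with at least 20 cells analyzed; inconclusive means wells under 20 cells, flagged as cytotoxic or low count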;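 further: 0% = DMSO without peptide and 100% = 100 nM NTR1 peptide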
Target sequence (P30989 whole entry, looked up): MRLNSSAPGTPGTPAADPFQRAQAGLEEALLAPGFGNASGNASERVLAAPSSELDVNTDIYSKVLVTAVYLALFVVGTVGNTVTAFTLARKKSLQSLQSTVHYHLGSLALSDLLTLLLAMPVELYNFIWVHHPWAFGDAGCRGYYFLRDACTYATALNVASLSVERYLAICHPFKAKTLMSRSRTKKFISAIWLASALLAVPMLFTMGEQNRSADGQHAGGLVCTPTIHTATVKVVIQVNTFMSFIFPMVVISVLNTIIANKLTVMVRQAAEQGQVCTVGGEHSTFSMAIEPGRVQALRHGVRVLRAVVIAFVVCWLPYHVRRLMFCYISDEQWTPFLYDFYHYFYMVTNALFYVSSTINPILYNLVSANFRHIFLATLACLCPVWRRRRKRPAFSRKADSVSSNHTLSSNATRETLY
Large T inhibition – SV40 large T antigen inhibitors, biochemical (AID 1903). one-dose inhibition, % at 20 µM; IC50 in µM for titrated hits. SV40 large T antigen ATPase/helicase inhibition assay; higher % means a stronger effect. 0.39% of 310,000 active; in the data active means a potency from the dose series; inconclusive means inhibition mostly from about 32% at the one dose, without a potency; inactive means the rest, 99 in 100 with inhibition below about 32%; further: strong numbers were not always called active
T cell HTS – modulators of CD8 T cell-vesicle binding, primary screen, mouse 2C CD8+ T cells, flow cytometry. 2C CD8+ T cell-vesicle binding; hits give low values. calls only at 7 µM. 0.068% of 330,000 active;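 active means response, share of CD8 T cells binding vesicles, and their 90th percentile fluorescence all below set limits, cut at about 80% in these data, passing the limit was not always enough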
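Material: murine 2C transgenic CD8+ T lymphocytes / Also added: QL9-peptide-loaded Drosophila micro-vesicles bearing Ld, ICAM-1 and B7-1 / Schedule: binding step 1.5 h, 37 °C, antibody labelling 20 min, ice / Signal: flow cytometry, PE anti-B7-1 (FL2) versus Alexa647 anti-CD8 (FL8), PFA-fixed / Evaluation: percent CD8+ FL2 mean versus row control / Benchmarks: naked versus QL9-loaded vesicles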
Salmonella PhoP GFP – inhibitors of PhoP regulon expression, primary screen, Salmonella Typhimurium, GFP reporter (AID 1863); 0.16% of 300,000 active; one-dose inhibition, % at 50 µM; IC50 in µM for titrated hits; S. Typhimurium PhoP-regulated promoter GFP reporter, 4 h; higher % means a stronger effect;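 active means inhibition over 29.93%, a cutoff 3 SD above the screen mean, later confirmed by dose response; inconclusive means inhibition over 29.93% but no dose response follow-up; inactive means inhibition at most 29.93% or unconfirmed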;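 further: 0% = low Mg2+ inducing control and 100% = high Mg2+ repressing control; strong numbers were not always called active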
NS5 inhibitors – Dengue-2 NS5 methyltransferase inhibitors, primary screen, biochemical, confirmation dose response (AID 588689). Genome polyprotein (Dengue virus type 2 (strain 16681-PDK53)). Dengue-2 NS5 methyltransferase capping enzyme assay, biochemical; higher % means a stronger effect. one-dose inhibition, % at 25 µM; IC50 in µM for titrated hits. 0.3% of 340,000 active; in the data active means a potency from the dose series; inconclusive means inhibition above about 29% without an active follow-up result
T cell HTS vesicle-bound % – recorded beside T cell HTS, whose call it bears; double positive events, %; measured here: CD8+ vesicle-bound cell fraction;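 binding gate set so that unloaded-vesicle control wells show 10% double positive cells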
NTR1 ag cell count 20 µM – second read-out of NTR1 ag, no call of its own (marks repeat the call); cell count; measured here: cell count, cytotoxicity flag
NS5 inhibitors pilot replicate – also measured in NS5 inhibitors; calls as there; inhibition, %; measured here: pilot screen replicate inhibition
* = called active by the depositor; i = inactive; ? = inconclusive; . = not tested or not shown; [ ] = another dose, or the depositor's remark.

SMILES	K1F lysis inhibition	Rac1 GTP hydrolysis	West Nile antiviral	RSV CPE inhibition	NTR1 ag	NTR1 ag cell count 20 µM	Large T inhibition	T cell HTS	T cell HTS vesicle-bound %	Salmonella PhoP GFP	NS5 inhibitors	others
CC1(C)CC(=O)N(c2cc(Cl)ccc2Cl)C(=O)C1	0.0%	6.1%	0.7%	1.4%	-1.1	93	26.8%	i	43.9	0.6%	0.7%
Cn1cc(S(=O)(=O)CC(=O)N2CCc3ccccc32)c2ccccc21	0.4%	-0.9%	-0.2%	2.6%	0.9	92	8.7%	i	9.3	13.8%	-1.4%
COc1cccc(-n2c(Cc3cc(=O)[nH]c(=O)[nH]3)nnc2SCC(=O)NC2CCCC2)c1	3.8%	8.9%	-0.2%	0.9%	-0.3	69	-10.1%	.	.	-4.4%	0.0%
COC(=O)Nc1sc2c(c1C(=O)N1CCOCC1)CCC(C)C2 (stereo not given)	6.2%	10.2%	-0.7%	0.9%	0.5	88	6.3%	i	59.3	2.1%	11.2%
Cc1cc(-c2csc3ncnc(N4CCN(C)CC4)c23)cc(C)c1C	0.1%	6.2%	-0.1%	-1.1%	0.1	57	18.6%	i	40.2	9.8%	-5.0%
Cc1csc(NC(=O)CS(=O)(=O)Cc2ccccc2)n1	-0.2%	-0.2%	0.1%	1.5%	-0.8	91	0.9%	i	38.3	6.9%	.
O=C(O)c1ccc(CN2C(=O)c3ccccc3S2(=O)=O)cc1	0.2%	8.6%	0.3%	-0.2%	-0.5	50	-0.8%	i	48.5	-8.7%	.
Cc1nc2ccccc2c2c1CC(C(C)(Cl)Br)O2 (stereo not given)	1.5%[50 µM]	8.3%	-0.1%	-1.8%	3.3	59	22.9%	i	26.4	-3.0%	-1.5%
CCOc1ccc(NC(=O)CSc2nc(=O)n(CCCN3CCOCC3)c3c2CCC3)cc1	1.4%[50 µM]	2.6%	.	-2.0%	0.5	69	10.0%	i	26.3	-1.7%	-4.3%
COc1ccc(C2CC(c3ccccc3)=NN2c2ccc(/C=N/NC(=O)c3ccncc3)cc2)cc1 (stereo not given)	1.6%	7.7%	-0.1%	?	1.2	65	7.4%	i	53.4	22.5%	-5.1%
COc1cccc(C2/C(=C(/O)c3ccccc3)C(=O)C(=O)N2Cc2ccco2)c1 (stereo not given)	.	.	0.1%	0.7%	-0.3	59	8.4%	i	33.9	-2.0%	.
Cc1ccc2c(c1)C=CC(C)(C)S2(=O)=O	0.5%	6.0%	-0.3%	0.9%	7.8	70	4.4%	i	23.5	-10.7%	0.7%
Cc1cc(NC(=S)NC(=O)c2ccccc2)ccc1-c1cc2ccccc2oc1=O	1.2%[50 µM]	6.1%	-0.8%	6.0%	2.6	45	9.7%	i	6.5	-19.2%	-5.8%
COCCn1c(SCC(=O)N2CCCCC2)nc2c(c1=O)SC(C)C2 (stereo not given)	0.0%	8.2%	0.2%	1.5%	2.0	54	5.4%	i	66.6	4.6%	-2.9%
COc1ccc(-c2[nH]ncc2CN2CCC(N3CCSCC3)CC2)cc1F	0.2%	8.0%	-0.1%	-1.9%	1.0	25	17.7%	i	28.6	-0.4%	.
COc1cccc(CN=c2c([N+](=O)[O-])nn(-c3ccccc3C)n2O)c1	-0.1%	-2.3%	-0.2%	13.3%	-0.6	74	3.8%	i	28.7	-2.5%	6.3%
CCc1ccc(NC(=O)CC2C(=O)NCCN2C(=S)Nc2ccccc2)cc1 (stereo not given)	-0.9%	5.9%	-0.8%	1.6%	0.4	63	7.1%	i	44.8	-6.7%	-1.4%
CCCCOCCCNC(=O)c1ccc([N+](=O)[O-])c(C)c1	1.7%	6.0%	-1.0%	8.5%	0.3	52	-5.9%	i	35.2	-19.8%	-5.1%
CCC1(c2ccc(F)cc2)NC(=O)N(CC(=O)NCc2ccccc2Cl)C1=O (stereo not given)	0.0%	5.6%	-0.4%	0.0%	-0.2	105	19.9%	i	40.7	-3.2%	4.1%
O=C(O)c1ccccc1NS(=O)(=O)c1cccc2cccnc12	3.0%	-2.2%	0.3%	3.0%	-1.0	83	20.5%	i	16.0	0.1%	10.4%
CCCS(=O)(=O)N1CCN(Cc2ccco2)CC1	0.0%	130µM*	0.5%	0.1%	0.1	67	9.2%	i	43.5	1.8%	.
CN(C)S(=O)(=O)c1cccc(NC(=O)c2cc3ccccc3o2)c1	-0.1%	1.0%	0.7%	7.0%	2.6	90	14.3%	i	10.6	10.2%	-5.2%
Cc1ccc(C(=O)NCC(=O)N2CCC(Cc3ccccc3)CC2)cc1	0.0%	-0.4%	2.7%	17.5%	0.8	51	1.2%	i	9.3	1.6%	-0.7%
CCN(CC)c1ccc(NC(=O)COC(=O)CCC(=O)c2ccc(F)cc2)cc1	2.1%	12.5%	0.3%	-0.1%	-2.7	43	26.6%	i	47.5	-8.6%	-5.6%
C#CCOCCOCCOCCNc1nc(N2CCN(C(=O)CCCCCCCCCCNC(=O)Cn3cc(CCCCCN)nn3)CC2)nc(N2CCN(C(=O)CCCCCCCCCCNC(=O)Cn3cc(CCCCCN)nn3)CC2)n1	4.9%	?	.	4.8%	2.3	81	32.9%	i	45.5	9.9%	-2.8%

Next part:
SMILES	K1F lysis inhibition	Rac1 GTP hydrolysis	West Nile antiviral	RSV CPE inhibition	NTR1 ag	NTR1 ag cell count 20 µM	Large T inhibition	T cell HTS	T cell HTS vesicle-bound %	Salmonella PhoP GFP	NS5 inhibitors	others
CCCCn1nc2cc(C(=O)NCc3cc(C(F)(F)F)cc(C(F)(F)F)c3)ccc2c1OCC	-0.5%	3.7%	-0.6%	0.2%	3.3	92	8.0%	i	21.0	-4.9%	-5.6%
Cn1nc(C(F)(F)F)cc1C(=O)O	0.9%	6.7%	0.0%	-1.8%	0.6	55	10.8%	i	18.2	-14.0%	-13.1%
Cc1ccc(C(O)P(=O)(OC(C)C)c2ccc(N(C)C)cc2)cc1 (stereo not given)	.	.	-1.1%	1.5%	4.1	42	10.7%	i	58.0	-4.5%	.
CC(C)Cc1nnc(NC(=O)Cc2cccs2)s1	-0.4%	13.0%	-0.3%	1.6%	-1.1	80	.	i	43.9	.	-5.2%
CN(C)c1ccc(N/C=C/C(=O)c2ccccc2)cc1	4.1%	?	0.7%	-0.3%	2.4	72	5.19µM*	i	10.4	-6.3%	-4.0%
O=C1CN(c2nc(-c3cccnc3)nc3scc(-c4ccccc4)c23)CCN1	-0.3%	-9.6%	0.2%	9.3%	5.4	68	2.9%	i	2.8	1.5%	-9.9%
CN(C)c1ccc(NC(=O)C[n+]2ccccc2)cc1	0.0%	?	0.2%	4.8%	-1.1	79	38.0%	i	55.8	-4.7%	-6.2%
COc1cccc(N2CCN(C(=S)Nc3ccc(C)cc3C)CC2)c1	0.0%	12.4%	-0.8%	0.5%	0.2	55	6.8%	i	66.8	-1.9%	-0.7%	NS5 inhibitors pilot replicate=2.4
O=C(NCc1cccnc1)c1cc(-c2cccs2)on1	1.3%	8.7%	.	-0.9%	0.2	75	-2.3%	i	11.1	12.8%	4.8%
O=C(O)Cn1c(SCc2ccccc2)nc2ccccc21	0.4%	10.6%	1.5%	2.2%	-0.5	40	12.4%	i	53.6	2.7%	0.6%
CC1CN(C(=O)CCNC(=O)c2ccccc2Cl)CC(C)O1 (stereo not given)	-0.1%	4.8%	0.3%	0.4%	0.8	61	-4.1%	i	8.8	8.1%	-3.2%
Cc1c(NC(=O)CN2C(=O)c3cccc4cccc2c34)c(=O)n(-c2ccccc2)n1C	1.1%	-4.5%	0.6%	0.3%	-2.4	41	8.4%	i	60.5	14.7%	-1.6%
CC1(C)CC(=O)C(C(=O)c2ccccc2)C(=O)C1	0.3%	8.0%	0.2%	1.4%	0.9	66	18.6%	i	26.5	-13.1%	-1.5%
O=C(O)CCC(=O)N1N=C(c2cccs2)CC1c1cccc([N+](=O)[O-])c1 (stereo not given)	0.1%	9.2%	0.0%	2.5%	-1.4	60	6.8%	i	55.1	-1.3%	-6.6%

Quoted from above (eight entries):
SMILES	K1F lysis inhibition	Rac1 GTP hydrolysis	West Nile antiviral	RSV CPE inhibition	NTR1 ag	NTR1 ag cell count 20 µM	Large T inhibition	T cell HTS	T cell HTS vesicle-bound %	Salmonella PhoP GFP	NS5 inhibitors	others
CN(C)c1ccc(N/C=C/C(=O)c2ccccc2)cc1	4.1%	?	0.7%	-0.3%	2.4	72	5.19µM*	i	10.4	-6.3%	-4.0%
O=C1CN(c2nc(-c3cccnc3)nc3scc(-c4ccccc4)c23)CCN1	-0.3%	-9.6%	0.2%	9.3%	5.4	68	2.9%	i	2.8	1.5%	-9.9%
CN(C)c1ccc(NC(=O)C[n+]2ccccc2)cc1	0.0%	?	0.2%	4.8%	-1.1	79	38.0%	i	55.8	-4.7%	-6.2%
COc1cccc(N2CCN(C(=S)Nc3ccc(C)cc3C)CC2)c1	0.0%	12.4%	-0.8%	0.5%	0.2	55	6.8%	i	66.8	-1.9%	-0.7%	NS5 inhibitors pilot replicate=2.4
O=C(NCc1cccnc1)c1cc(-c2cccs2)on1	1.3%	8.7%	.	-0.9%	0.2	75	-2.3%	i	11.1	12.8%	4.8%
O=C(O)Cn1c(SCc2ccccc2)nc2ccccc21	0.4%	10.6%	1.5%	2.2%	-0.5	40	12.4%	i	53.6	2.7%	0.6%
CC1CN(C(=O)CCNC(=O)c2ccccc2Cl)CC(C)O1 (stereo not given)	-0.1%	4.8%	0.3%	0.4%	0.8	61	-4.1%	i	8.8	8.1%	-3.2%
Cc1c(NC(=O)CN2C(=O)c3cccc4cccc2c34)c(=O)n(-c2ccccc2)n1C	1.1%	-4.5%	0.6%	0.3%	-2.4	41	8.4%	i	60.5	14.7%	-1.6%
